Source: PubChem BioAssay (National Center for Advancing Translational Sciences (NCATS))
D1 antag: antagonists of human D1 dopamine receptor; actives 3.2% (n = 360,000); activity change, negative = inhibition, % at 10 µM; P21728; HEK293 TREx D1 cells, calcium flux, dopamine EC80; active compounds read low; in the data active = activity change below about -30%; also: % is scaled to controls: 0 for no effect and ±100 for the full control effect
Target sequence (P21728 whole entry, looked up): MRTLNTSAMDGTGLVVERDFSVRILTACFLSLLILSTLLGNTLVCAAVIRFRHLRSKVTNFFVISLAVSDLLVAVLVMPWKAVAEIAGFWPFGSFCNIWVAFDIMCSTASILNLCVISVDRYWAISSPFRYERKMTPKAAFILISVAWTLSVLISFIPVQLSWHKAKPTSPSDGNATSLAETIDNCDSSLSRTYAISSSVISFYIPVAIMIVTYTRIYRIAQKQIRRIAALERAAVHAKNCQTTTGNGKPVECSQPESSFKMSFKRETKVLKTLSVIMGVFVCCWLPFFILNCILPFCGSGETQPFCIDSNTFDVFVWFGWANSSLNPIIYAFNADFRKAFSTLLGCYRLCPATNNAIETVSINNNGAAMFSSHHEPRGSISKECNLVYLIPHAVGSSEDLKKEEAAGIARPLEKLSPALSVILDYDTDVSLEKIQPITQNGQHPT
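Kinetic fluorescence of a calcium dye serves as the read-out. D1-expressing Hek293 Trex cells, induced overnight at 30 C, are exposed to compound for 180 s before an EC80 dopamine addition, then read 180 s further.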
D1 potentiator: potentiators of human D1 dopamine receptor | potentiation, % at 10 µM | actives 0.036% (n = 360,000) | HEK293 TREx D1 cells, calcium flux, dopamine EC20 potentiation | AID 504651 | P21728; in the data active = potentiation above about 30%; also: 0% is about no effect
D2 PAM: D2 dopamine receptor (human) potentiation | HEK293 T-REx D2, calcium flux, EC20 dopamine potentiation | potentiation, % at 10 µM | actives 0.34% (n = 340,000) | AID 485347;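 active = potentiation over 3 SD above the plate norm, cut at about 30% in these data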; also: 0% is about no effect
Target sequence (P14416 whole entry, looked up): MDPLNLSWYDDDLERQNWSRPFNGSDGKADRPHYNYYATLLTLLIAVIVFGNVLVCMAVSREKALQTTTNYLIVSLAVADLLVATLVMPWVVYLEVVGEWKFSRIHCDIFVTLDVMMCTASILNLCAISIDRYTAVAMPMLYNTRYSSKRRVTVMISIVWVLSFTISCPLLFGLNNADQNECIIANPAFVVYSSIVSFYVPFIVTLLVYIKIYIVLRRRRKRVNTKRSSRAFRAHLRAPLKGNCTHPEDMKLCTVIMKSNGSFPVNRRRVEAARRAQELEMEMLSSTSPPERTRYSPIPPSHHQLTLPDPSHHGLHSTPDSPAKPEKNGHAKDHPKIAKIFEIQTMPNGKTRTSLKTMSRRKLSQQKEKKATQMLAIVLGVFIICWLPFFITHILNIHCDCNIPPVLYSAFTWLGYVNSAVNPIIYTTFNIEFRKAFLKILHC
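Potentiation of an EC20 dopamine calcium response measured kinetically over 180 s, after a preceding 180 s compound-only read flagging agonists. Cells: inducible Hek293 Trex D2 line, 4000/well, cultured overnight at 30 C before dye loading.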
RXFP1 antag: RXFP1 (human) relaxin receptor antagonism; Q9HBX9; HEK293-RXFP1, relaxin-stimulated cAMP HTRF, 30 min; active compounds read low; activity change, negative = inhibition, % at 57.5 µM; actives 0.59% (n = 350,000);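 active = activity change of -60% or lower, but not beyond a set lower limit; inconclusive = change between -60% and -40%, or beyond the set limit; inactive = change above -40%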; also: % is scaled to controls: 0 for no effect and ±100 for the full control effect
D1 ag: activates the human D1 dopamine receptor; activation, % at 2 µM; P21728; actives 1% (n = 360,000); AID 504660; HEK293 T-REx D1 cells, calcium flux, agonist mode; in the data active = activation above about 30%; also: 0% is about no effect
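Tetracycline-induced HEK293 TREx D1 cells, force-coupled to calcium signalling, were dye-loaded with a no-wash calcium kit. Compound was pin-added after a 10 s baseline. Fluorescence was read kinetically at 1 cycle/s for 180 s, with calcium rises flagged as agonism.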
TRHR agonist: activates the human TRH receptor. actives 0.18% (n = 360,000). activation, % at 2 µM. P34981. TRHR cells, calcium flux fluo-8, FDSS agonist mode. AID 493084; in the data active = activation above about 30%; also: 0% is about no effect
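Agonist-mode FDSS calcium read (Ex 480/Em 530, 1 s cycles) in 1536-well TRHR cells with fluo-8 dye, after 10-cycle baseline and 23 nL compound addition; TRH at EC20 (10 nM final) added afterwards for the enhancer phase.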
RXFP1 ag: RXFP1 (human) receptor agonism; Potency, µM (series often up to 57.5 µM), inactives show top-dose activation, usual class: activators; actives 0.3% (n = 370,000); AID 2676; HEK293T-RXFP1 cAMP TR-FRET, 30 min; response scale: percent of porcine relaxin response, buffer zero; also: potency is read from the fitted curve at half-maximal effect; % is scaled to controls: 0 for no effect and ±100 for the full control effect; nearly all actives have a fitted effect of over 60% in size; many of its hits are not listed in these tables
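HEK293T cells stably expressing RXFP1 were pretreated with the PDE4 inhibitor Ro 20174, exposed to compounds for 30 min at 37C, lysed, and cAMP was read by TR-FRET. Data normalized to buffer (basal) and 29 nM porcine relaxin (100%).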
TRHR PAM: TRH receptor (human) allosteric enhancement | P34981 | TRHR cells, fluo-8 calcium fluorescence, EC20 TRH enhancement | enhancement, % at 2 µM | actives 0.66% (n = 360,000) | AID 493056; in the data active = enhancement above about 30%; also: 0% is about no effect
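TRHR-expressing cells loaded with fluo-8 calcium dye were read kinetically (ex 480/em 530) during compound addition, then stimulated with an EC20 of TRH (10 nM final). Enhancement of the Gq-mediated intracellular calcium response was scored.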
Apoferritin bind: candidate novel general anesthetic via apoferritin binding | P02791 | apoferritin/1-aminoanthracene competitive binding, fluorescence | Potency, µM (doses to about 77.5 µM), inactives show at the top dose activity change, negative = displacement, hits mostly inhibitors | actives 0.074% (n = 350,000); also: potency is read from the fitted curve at half-maximal effect; % is scaled to controls: 0 for no effect and ±100 for the full control effect; nearly all actives have a fitted effect of over 20% in size
Target sequence (P02791 2-175 limits assumed): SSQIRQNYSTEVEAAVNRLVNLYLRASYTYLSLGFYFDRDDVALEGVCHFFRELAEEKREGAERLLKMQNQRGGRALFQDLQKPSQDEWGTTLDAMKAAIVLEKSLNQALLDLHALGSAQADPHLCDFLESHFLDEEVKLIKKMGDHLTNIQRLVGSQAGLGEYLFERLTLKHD
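Horse-spleen apoferritin (10 uM) was mixed with 50% saturated 1-aminoanthracene in PBS, exposed to compounds for 10 min at room temperature, and read for fluorescence (ex 380 nm, em 535 nm). Competitive displacement was fitted with a four-parameter Hill equation.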
* marks the source's active call; other numbers are inactive results; [ ] = another dose, or the depositor's remark. Unless noted, calls follow the shape of the dose curve; as a rule, active = well fitted curve in the direction sought with a large enough effect; inconclusive = small, poorly fitted or top-dose-only effect, or another doubt; inactive = no such curve, though single readings can be large; an effect the other way counts as inactive or inconclusive. A portion of the library (hit frequency here may not be typical).

How did COC(=O)c1c(NC(=O)CSc2nncs2)sc2c1CCCCC2 do in these assays?
D1 antag: -3; D1 potentiator: -5; D2 PAM: 3; RXFP1 antag: -5; D1 ag: 6; TRHR agonist: 0.3; RXFP1 ag: 0.7%; TRHR PAM: -3; Apoferritin bind: -19%

Results for O=C(c1ccc(F)cc1F)N1CCC(c2nc(-c3ccc(S(=O)(=O)N4CCCC4)cc3)no2)CC1 ?
D1 antag: -6; D1 potentiator: 0; D2 PAM: 2; RXFP1 antag: 0; D1 ag: 0; TRHR agonist: 0.4; RXFP1 ag: 0.0%; TRHR PAM: 0; Apoferritin bind: -3%

How did CCC(=O)c1ccc(OCC(=O)N2CCN(c3ccccn3)CC2)cc1 do in these assays?
D1 antag: 7; D1 potentiator: -12; RXFP1 antag: -5; D1 ag: 1; TRHR agonist: -1.0; RXFP1 ag: 2.0%; TRHR PAM: -3; Apoferritin bind: -4%

Results for O=C(COC(=O)C1c2ccccc2Oc2ccccc21)Nc1ccc2c(c1)OCO2 ?
D1 antag: 1; D1 potentiator: 0; D2 PAM: 3; RXFP1 antag: -10; D1 ag: 9; TRHR agonist: -0.3; RXFP1 ag: 16%; TRHR PAM: -2; Apoferritin bind: -20%

Results for O=C(Cn1ccsc1=NC(=O)c1ccco1)c1ccccc1 ?
D1 antag: -8; D1 potentiator: -1; D2 PAM: -5; RXFP1 antag: -1; D1 ag: 1; TRHR agonist: -0.3; RXFP1 ag: 1.5%; TRHR PAM: 5; Apoferritin bind: -9%

Results for CCn1c(SCC(=O)Nc2cccc(OC)c2)nc2c(c1=O)SCC2 ?
D1 antag: 14; D1 potentiator: -1; D2 PAM: -6; RXFP1 antag: -7; D1 ag: 0; TRHR agonist: -0.8; RXFP1 ag: 1.0%; TRHR PAM: -3

How did COc1ccc(C(=O)N2CCSC2=S)cc1OC do in these assays?
D1 antag: 14; D1 potentiator: -2; D2 PAM: 20; RXFP1 antag: 8; D1 ag: -1; TRHR agonist: -2.6; RXFP1 ag: -0.5%; TRHR PAM: 0; Apoferritin bind: 9%

What do the screens show for `COc1cccc(CNc2ccccn2)c1O`?
D1 antag: -3; D1 potentiator: 4; D2 PAM: -5; RXFP1 antag: -10; D1 ag: 0; TRHR agonist: 0.0; RXFP1 ag: -5.4%; TRHR PAM: 3; Apoferritin bind: -9%

Results for CCOC(=O)N1CCC(NC(=O)c2cc(S(=O)(=O)NCCc3ccccc3)ccc2F)CC1 ?
D1 antag: -5; D1 potentiator: -9; RXFP1 antag: -6; D1 ag: 1; TRHR agonist: -0.6; RXFP1 ag: 0.8%; TRHR PAM: -7; Apoferritin bind: -3%

What do the screens show for `O=C(Nc1ccc(S(=O)(=O)N2CCCC2)cc1)c1ccc([N+](=O)[O-])cc1`?
D1 antag: -8; D1 potentiator: -8; RXFP1 antag: 1; D1 ag: 8; TRHR agonist: 0.4; RXFP1 ag: -1.1%; TRHR PAM: -2; Apoferritin bind: -2%

How did Clc1ccccc1-c1ncnc2ccc(Br)cc12 do in these assays?
D1 antag: 3; D1 potentiator: -1; D2 PAM: 3; RXFP1 antag: -19; D1 ag: 6; TRHR agonist: -1.5; RXFP1 ag: 22%; TRHR PAM: -5; Apoferritin bind: -18%

Results for Cc1cc(C(=O)NCCC2=CCCCC2)ccc1[N+](=O)[O-] ?
D1 antag: -28; D1 potentiator: -1; D2 PAM: -24; RXFP1 antag: 2; D1 ag: 11; TRHR agonist: -1.8; RXFP1 ag: 0.7%; TRHR PAM: 1; Apoferritin bind: inconclusive

How did O=C(Nc1nnc(-c2cccnc2)s1)c1cccs1 do in these assays?
D1 antag: 5; D1 potentiator: 1; D2 PAM: 5; RXFP1 antag: -4; D1 ag: 2; TRHR agonist: 0.3; RXFP1 ag: 6.5%; TRHR PAM: 5; Apoferritin bind: 5%

Results for Cc1ccc(C2=Nn3c(COc4ccc(Cl)cc4)nnc3SC2CC(=O)O)cc1 (stereo unspecified) ?
D1 antag: -12; D1 potentiator: -4; D2 PAM: 0; RXFP1 antag: -1; D1 ag: 0; TRHR agonist: 0.3; RXFP1 ag: 0.6%; TRHR PAM: 2; Apoferritin bind: -12%

What do the screens show for `COc1ccccc1-c1ccc(SCC(=O)N2CCOCC2)nn1`?
D1 antag: -9; D1 potentiator: -4; D2 PAM: -2; RXFP1 antag: -22; D1 ag: 0; TRHR agonist: -0.4; RXFP1 ag: 3.1%; TRHR PAM: -3; Apoferritin bind: -7%

Results for Cc1cc(Br)cc(Cl)c1OCC(=O)NC(=O)NCc1ccccc1 ?
D1 antag: 6; D1 potentiator: -4; D2 PAM: -6; RXFP1 antag: -5; D1 ag: 12; TRHR agonist: 1.4; RXFP1 ag: -3.1%; TRHR PAM: -6; Apoferritin bind: -11%

Results for Cc1cc(=O)oc2c(C)c(OCC(=O)N3CCN(c4cccc(Cl)c4)CC3)ccc12 ?
D1 antag: -18; D1 potentiator: -3; D2 PAM: -5; RXFP1 antag: 6; D1 ag: 1; TRHR agonist: 0.1; RXFP1 ag: -6.5%; TRHR PAM: -9; Apoferritin bind: -4%

Results for Cc1ccsc1C(=O)NN=C1CCCCCC1 ?
D1 antag: -8; D1 potentiator: 0; D2 PAM: 8; RXFP1 antag: 4; D1 ag: 4; TRHR agonist: 0.4; RXFP1 ag: 1.6%; TRHR PAM: -7; Apoferritin bind: -9%

What do the screens show for `Cc1cc(O)c(/C=N/Nc2ccccc2)c(=O)o1`?
D1 antag: -5; D1 potentiator: -5; D2 PAM: 2; RXFP1 antag: -1; D1 ag: 1; TRHR agonist: -0.3; RXFP1 ag: 0.8%; TRHR PAM: -1; Apoferritin bind: 2%

How did NS(=O)(=O)c1ccc(CCNC(=O)COC(=O)CCN2C(=O)C3CC=CCC3C2=O)cc1 (stereo unspecified) do in these assays?
D1 antag: -4; D1 potentiator: 2; D2 PAM: 8; RXFP1 antag: 7; D1 ag: 3; TRHR agonist: 0.3; RXFP1 ag: -0.1%; TRHR PAM: -6

How did CCOc1ccc(NS(=O)(=O)c2cc(Br)cc3c2N(C(=O)C2CC2)CC3)cc1 do in these assays?
D1 antag: -11; D1 potentiator: 0; D2 PAM: 10; D1 ag: 1; TRHR agonist: -0.1; RXFP1 ag: 1.5%; TRHR PAM: 0; Apoferritin bind: -8%

What do the screens show for `COc1ccc(Cc2nc3ccccc3n2Cc2ccccc2F)cc1`?
D1 antag: 7; D1 potentiator: -2; D2 PAM: -13; RXFP1 antag: 0; D1 ag: 5; TRHR agonist: -1.2; RXFP1 ag: -1.8%; TRHR PAM: -1; Apoferritin bind: 3%

What do the screens show for `Cc1ccc2cc(CCNC(=O)c3c(-c4ccccc4Cl)noc3C)c(=O)[nH]c2c1`?
D1 antag: 30; D1 potentiator: 3; D2 PAM: 9; D1 ag: 0; TRHR agonist: -0.5; RXFP1 ag: 0.1%; TRHR PAM: 1; Apoferritin bind: -3%

Results for COC(=O)CSc1nnc(-c2cccnc2)n1C ?
D1 antag: -12; D1 potentiator: 0; D2 PAM: 2; RXFP1 antag: -25; D1 ag: 1; TRHR agonist: 0.0; RXFP1 ag: -0.1%; TRHR PAM: -3; Apoferritin bind: -3%

Results for Cc1ccccc1NC(=O)COC(=O)C1C2CC3OC(=O)C1C3C2 (stereo unspecified) ?
D1 antag: 11; D1 potentiator: 0; D2 PAM: 6; RXFP1 antag: -8; D1 ag: 3; TRHR agonist: 0.2; RXFP1 ag: 0.2%; TRHR PAM: 8; Apoferritin bind: -8%

Results for COc1ccc(OCCn2c(C)nc3cc(C)c(C)cc32)cc1 ?
D1 antag: 0; D1 potentiator: -2; D2 PAM: 7; RXFP1 antag: -16; D1 ag: 1; TRHR agonist: -0.8; RXFP1 ag: -4.0%; TRHR PAM: 2; Apoferritin bind: -13%

How did COc1cccc(N2CCN(C(=O)c3ccc(CS(=O)c4ccc(Cl)cc4)o3)CC2)c1 (stereo unspecified) do in these assays?
D1 antag: 9; D1 potentiator: -2; D2 PAM: 3; RXFP1 antag: 9; D1 ag: 1; TRHR agonist: -0.5; RXFP1 ag: -2.0%; TRHR PAM: -3; Apoferritin bind: -13%

What do the screens show for `OC[C@H]1O[C@@H](n2cnc3c(NC4CCCC4)nc(Cl)nc32)[C@H](O)[C@@H]1O`?
D1 antag: -9; D1 potentiator: -2; D2 PAM: 11; D1 ag: 1; TRHR agonist: 0.6; RXFP1 ag: inconclusive; TRHR PAM: 7; Apoferritin bind: -4%

How did O=S(=O)(NCc1ccccc1Cl)c1cccs1 do in these assays?
D1 antag: 9; D1 potentiator: -5; RXFP1 antag: -15; D1 ag: 1; TRHR agonist: -1.0; RXFP1 ag: 3.9%; TRHR PAM: -4; Apoferritin bind: inconclusive

Results for COc1cc2c3nnc(-c4ccc(F)cc4)c-3cn(Cc3ccc(C)cc3)c2cc1OC ?
D1 antag: 44; D1 potentiator: -5; D2 PAM: 11; D1 ag: 13; TRHR agonist: -0.8; RXFP1 ag: 3.8%; TRHR PAM: 9; Apoferritin bind: 59%[activator]

How did NC(N)=NS(=O)(=O)c1ccc(N=C2C(=O)Nc3ccccc32)cc1 do in these assays?
D1 antag: 2; D1 potentiator: -2; D2 PAM: 11; RXFP1 antag: 4; D1 ag: 2; TRHR agonist: 0.7; RXFP1 ag: -2.1%; TRHR PAM: 5; Apoferritin bind: -4%

How did CCOc1ccc(CCNC(=O)CCSCc2ccc(Cl)cc2)cc1OCC do in these assays?
D1 antag: -8; D1 potentiator: -2; RXFP1 antag: -9; D1 ag: 0; TRHR agonist: -0.6; RXFP1 ag: 23%; TRHR PAM: -7; Apoferritin bind: -6%

Entries above that have a furan ring, fused or not:
Results for O=C(Cn1ccsc1=NC(=O)c1ccco1)c1ccccc1 ?
D1 antag: -8; D1 potentiator: -1; D2 PAM: -5; RXFP1 antag: -1; D1 ag: 1; TRHR agonist: -0.3; RXFP1 ag: 1.5%; TRHR PAM: 5; Apoferritin bind: -9%

How did COc1cccc(N2CCN(C(=O)c3ccc(CS(=O)c4ccc(Cl)cc4)o3)CC2)c1 (stereo unspecified) do in these assays?
D1 antag: 9; D1 potentiator: -2; D2 PAM: 3; RXFP1 antag: 9; D1 ag: 1; TRHR agonist: -0.5; RXFP1 ag: -2.0%; TRHR PAM: -3; Apoferritin bind: -13%
